Screens (PubChem)
PMI activator – phosphomannose isomerase (human) activation; AID 1214; purified human PMI, coupled resazurin fluorescence, 20 min; stronger effect = higher value; 1 = vehicle control, 0 substrate-free wells; activation factor at 20 µM; 190,000 compounds, 0.005% hits; P34949;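 active means activation factor of 2 or more at 20 µM, relative to plate controls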
Target sequence (P34949 whole entry, looked up): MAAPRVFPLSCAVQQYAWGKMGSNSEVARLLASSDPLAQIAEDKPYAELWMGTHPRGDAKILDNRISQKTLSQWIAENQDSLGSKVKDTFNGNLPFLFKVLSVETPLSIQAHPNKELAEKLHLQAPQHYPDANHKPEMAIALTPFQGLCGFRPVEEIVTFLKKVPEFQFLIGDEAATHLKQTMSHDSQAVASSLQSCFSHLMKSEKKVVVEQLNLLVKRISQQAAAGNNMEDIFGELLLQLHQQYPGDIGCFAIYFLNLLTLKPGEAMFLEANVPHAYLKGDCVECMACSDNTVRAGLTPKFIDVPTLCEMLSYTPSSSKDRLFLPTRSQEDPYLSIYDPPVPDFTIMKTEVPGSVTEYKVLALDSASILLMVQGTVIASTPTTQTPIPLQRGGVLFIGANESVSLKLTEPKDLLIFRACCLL
NF-kB expr up – raises NF-kB expression in human neuronal cells | 190,000 compounds, 1.6% hits | NF-kB reporter expression; stronger effect = higher value | fold change at 12.5 µM; in the data active means fold change above about 3.3
FLuc act counter – affects firefly luciferase, flagging false hits in luciferase stimulation screens; P08659; ATPlite luciferase biochemical, luminescence, 10 min; 0 = ATP-free wells, 1 = DMSO control; activation factor at 10 µM; 200,000 tested, under 10 active; AID 1027;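 active means luciferase activation factor, scaled between plate controls, of at least 2 with compound at 10 µM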
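assay system = Luciferase/luciferin detection reagent, cell-free biochemical luciferase assay | also added = ATP substrate | times = 10 min post-reagent at room temperature | measured by = luminescence from luciferase reaction | measure = luciferase activation, seen as luminescence increase over controls | benchmarks = low control with PBS replacing ATP, high control enzyme plus ATP without compound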
PMI act satM6P – activators of human phosphomannose isomerase at near-saturating mannose 6-phosphate; P34949; coupled PMI enzyme assay, resazurin fluorescence, 20 min; stronger effect = higher value; 1 = untreated enzyme, 0 = substrate-free blank; activation factor at 20 µM; 190,000 compounds, 0.34% hits;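 active means activation factor of 2 or more at 20 µM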
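Material: human phosphomannose isomerase with PGI, G6PDH, diaphorase coupling enzymes / Reagent: Man-6-P substrate 1.0 mM / Dosing: single compound dose of 20 µM, 1% DMSO final / Incubation: enzyme reaction with compound 20 min at room temperature / Signal: resorufin fluorescence (Ex 544/Em 590 nm) from resazurin via diaphorase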
TNAP inh hiacc – inhibitors of human TNAP at high phosphate acceptor concentration; P05186; purified TNAP, CDP-star luminescence, 1 M DEA; inhibition, % at 20 µM; 200,000 compounds, 0.03% hits;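 active means over 50% inhibition of tissue-nonspecific alkaline phosphatase at 20 µM in the single-dose screen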;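 further: plate controls were DMSO wells for no effect and EDTA-quenched wells as full inhibition for full effect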
Target sequence (P05186 whole entry, looked up): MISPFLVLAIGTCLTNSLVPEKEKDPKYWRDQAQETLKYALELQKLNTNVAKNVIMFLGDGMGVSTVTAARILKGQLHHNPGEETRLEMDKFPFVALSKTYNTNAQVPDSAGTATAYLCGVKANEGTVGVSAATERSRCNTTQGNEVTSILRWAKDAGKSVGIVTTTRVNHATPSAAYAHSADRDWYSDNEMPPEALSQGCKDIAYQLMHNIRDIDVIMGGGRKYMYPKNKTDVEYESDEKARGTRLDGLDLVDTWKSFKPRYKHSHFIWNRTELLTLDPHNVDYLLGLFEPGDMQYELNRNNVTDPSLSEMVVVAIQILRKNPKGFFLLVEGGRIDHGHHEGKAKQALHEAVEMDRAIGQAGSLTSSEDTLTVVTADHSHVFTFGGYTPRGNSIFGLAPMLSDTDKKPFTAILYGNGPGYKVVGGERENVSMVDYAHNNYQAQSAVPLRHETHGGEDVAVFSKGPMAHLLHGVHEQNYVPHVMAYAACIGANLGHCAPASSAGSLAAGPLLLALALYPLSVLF
APP 5'UTR act – APP 5'UTR luciferase reporter activation | 190,000 compounds, 1% hits | activation, % at 2 µM | SH-SY5Y APP 5'UTR luciferase reporter, luminescence; zero percent = DMSO vehicle wells;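 active means activation above a set limit, based on mean plus 3 SD of controls, cut at about 140% in these data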; further: values of inactives mirror those of a sister screen read the other way
TNAP act hi DEA – activators of human TNAP at high phosphate acceptor concentration; 200,000 tested, under 10 active; purified TNAP, CDP-star luminescence, 1 M DEA, 30 min; stronger effect = higher value; 0 = EDTA background, 1 = DMSO-only activity; activation factor at 20 µM; P05186;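 active means activation factor at least 2 at 20 µM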
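system = human TNAP | amount = enzyme diluted 1/800 final | reagent = 100 µM CDP-star substrate | signal = luminescent substrate turnover signal | dosing = one dose, 20 µM | benchmarks = EDTA negative control, DMSO positive control | measure = activation factor | timing = 30 min reaction, room temperature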
FLuc inh counter – inhibits firefly luciferase, flagging false hits in luciferase inhibition screens; 200,000 compounds, 1.5% hits; ATPLite firefly luciferase biochemical luminescence, 10 min; AID 1006; P08659; inhibition, % at 10 µM;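 active means inhibition above about 50% when tested at 10 µM, limit read from the data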
TNAP inh no acc – inhibitors of human TNAP without phosphate acceptor; P05186; purified TNAP, CDP-star luminescence, 30 min; AID 1012; inhibition, % at 20 µM; 200,000 compounds, 0.26% hits;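 active means tissue-nonspecific alkaline phosphatase inhibition above about 50% at 20 µM in the single-dose screen, limit read from the data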;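 further: 0% = DMSO negative control and 100% = EDTA positive control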
bIAP activator – intestinal alkaline phosphatase (bovine) activation | 200,000 compounds, 0.17% hits | activation factor at 20 µM | purified bovine IAP, CDP-star luminescence, 30 min; stronger effect = higher value; fold of DMSO-control signal, blank-subtracted;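 active means activation factor of 2 or more at 20 µM, a signal rise over negative controls twice the positive control's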
The depositor's hits bear a star; . = not tested or not shown.

SMILES | PMI activator | NF-kB expr up | FLuc act counter | PMI act satM6P | TNAP inh hiacc | APP 5'UTR act | TNAP act hi DEA | FLuc inh counter | TNAP inh no acc | bIAP activator
CCOC(=O)CSC1=NC(=O)/C(=C\c2ccc(OC(C)=O)cc2)S1 | 0.9 | 2.19 | 0.9 | 1 | 14.9 | 4.0 | 0.9 | 13.3 | -7.4 | 0.8
O=C(CSc1nnc(C2COc3ccccc3O2)o1)N1CCN(c2ccccc2)CC1 (stereo not given) | 1.2 | 1.03 | 1.1 | 1.2 | -4.2 | -1.9 | 1 | -8.2 | -6.5 | 1
COc1ccc(CNC(=O)CSc2ncn[nH]2)cc1 | 1 | 1.87 | 1.1 | 1 | -0.6 | -8.4 | 1 | -6.4 | 8.6 | 0.9
C=CCOC(=O)C1=C[C@@H](c2ccc(C(F)(F)F)cc2)[C@H](CCCO)[C@@H](OCC)O1 | 0.8 | 0.78 | 1.1 | 0.8 | -6.8 | -4.4 | 1.1 | -5.4 | -11.9 | 1
C=CCNC(=O)c1cc2cccc(OC)c2oc1=O | 0.9 | 1.36 | 0.9 | 0.9 | -2.5 | 15.5 | 1 | 7.7 | -7.4 | 0.9
CC(=O)c1cccc(N=Nc2c(C)[nH]c3ccccc23)c1 | 1 | 0.81 | 1 | 0.8 | 9.5 | 1.9 | 0.9 | -2.3 | 2.0 | 1
O=C(c1cccc2ccccc12)N1CCC(N2CCN(c3ccccc3)CC2)CC1 | 0.9 | 0.72 | 1 | 1 | 0.5 | -10.2 | 1 | 2.3 | 10.7 | 1.1
Cn1c(SCc2ccc(Cl)cc2)nnc1C1CC1 | 0.9 | 1.38 | 1 | 0.9 | 0.7 | -7.6 | 1 | -4.4 | -0.9 | 1
C/C(=N/NC(=S)Nc1ccccc1)c1ccc2c(c1)OCO2 | 0.8 | 1.39 | 1 | 1 | 1.3 | 11.9 | 1 | 0.4 | -96.7 | 0.7
COc1ccc(C(=O)CSc2nnc(CN3CCCCC3)n2-c2ccc(Cl)cc2)cc1OC | 0.9 | 1.27 | 1.1 | 1 | -4.6 | -5.2 | 1 | -8.1 | -7.9 | 1.1
Cc1ccc2nc(SCC(=O)Nc3ccc(C)c([N+](=O)[O-])c3)[nH]c2c1 | 0.8 | 2.75 | 1 | 0.9 | 2.9 | -14.2 | 1 | -3.8 | -12.2 | 0.9
COc1ccc(S(=O)(=O)N2CCC(C(=O)N3CCCCC3)CC2)cc1Cl | 0.9 | 1.13 | 1.1 | 0.9 | -5.8 | -6.1 | 1.1 | -6.4 | -16.4 | 1
CN1CCN(CC(=O)Nc2ccc(OCc3ccccc3)cc2)CC1 | 1 | 1.51 | 1 | 1 | 0.7 | 33.1 | 1 | -1.0 | -2.7 | 1.6
COc1ccc(/C=N/NC(=O)CSc2nnc(CCCc3ccc(OC)c(C)c3)o2)cc1 | 0.8 | 1.09 | 1 | 0.8 | -0.9 | -6.7 | 1 | 1.5 | -5.7 | 0.9
COc1ccc(CNc2ccc(-c3ccccc3OC)nn2)cc1 | 0.9 | 1.17 | 1.1 | 0.9 | -4.7 | -3.8 | 1 | -6.0 | -12.7 | 0.8
O=C(CNC(=O)Cc1ccccc1)NCC(=O)OCc1ccc(C(=O)c2ccccc2)cc1 | 1 | 1 | 1 | 1.1 | -5.4 | 10.6 | 1.1 | -2.2 | -7.3 | 0.9
Cc1cc(C)c2[nH]c(=O)c(C(c3nnnn3C3CCCC3)N3CCOCC3)cc2c1 (stereo not given) | 1.2 | . | 1 | 1.1 | -2.3 | . | 1 | 3.1 | -11.5 | 1
Cc1ccc(C(C(=O)NCCc2ccccc2)N(C(=O)c2csnn2)C2CC2)o1 (stereo not given) | 0.9 | 1.04 | 1 | 0.9 | -1.1 | 2.2 | 1 | -4.3 | -9.1 | 1
CC(=O)Nc1cccc(NC(=O)c2cc(Cl)ccc2Cl)c1 | 1 | 1.36 | 1.1 | 1 | -6.7 | -4.5 | 1.1 | -8.3 | -16.1 | 0.8
CCn1ncc(C2=NOC(C(=O)N3CCN(c4ccccc4)CC3)C2)c1C (stereo not given) | 1 | 1.25 | 1 | 1.1 | 0.4 | -9.5 | 1 | 0.7 | -5.0 | 1
Cc1ccc(CNS(=O)(=O)c2cn(C)cn2)cc1 | 1 | 1.05 | 1 | 1 | -8.7 | 5.1 | 1.1 | -4.9 | -15.0 | 1
CC(=O)Nc1ccc(-c2cn3cc(C)ccc3n2)cc1 | 1 | 5.93* | 0.2 | 1 | -6.0 | 149.4* | 1.1 | 83.9* | -13.2 | 0.9
COc1cccc(CC(NC(C)=O)C(=O)NC2CCN(c3nnnn3-c3ccccc3)CC2)c1 (stereo not given) | 1.1 | 1.26 | 1.1 | 1.1 | -2.6 | 4.3 | 1 | -5.8 | 1.4 | 1.1
O=C(CN(CC1CCCO1)C(=O)CNS(=O)(=O)c1ccc(Cl)cc1)NCCc1ccccc1 (stereo not given) | 1 | 0.92 | 1.1 | 0.9 | -0.9 | 1.4 | 1 | -6.5 | -5.1 | 1
Cc1cc(C(=O)CCl)c(C)n1CCc1ccc(Cl)cc1 | 1.3 | . | 1 | 1.2 | 1.3 | -31.8 | 1 | -0.4 | -7.1 | 0.9

Marked active in APP 5'UTR act (from the list above):
smiles	PMI activator	NF-kB expr up	PMI act satM6P	TNAP inh hiacc	APP 5'UTR act	TNAP act hi DEA	TNAP inh no acc	bIAP activator
CC(=O)Nc1ccc(-c2cn3cc(C)ccc3n2)cc1	1	5.93*	1	-6.0	149.4*	1.1	-13.2	0.9

Additional compounds follow.
SMILES | PMI activator | NF-kB expr up | FLuc act counter | PMI act satM6P | TNAP inh hiacc | APP 5'UTR act | TNAP act hi DEA | FLuc inh counter | TNAP inh no acc | bIAP activator
Cc1ccc(NC(=O)Cn2cnc3c(cnn3C(C)(C)C)c2=O)cc1 | 0.9 | 0.86 | 1 | 0.9 | 0.1 | 3.6 | 1 | -1.6 | -0.9 | 0.9
CC(=O)c1c(C)[nH]c(C(=O)CSc2nnc(-c3cccs3)n2Cc2ccccc2)c1C | 0.9 | 0.54 | 1 | 1 | -1.3 | -1.9 | 1 | -3.1 | -3.2 | 1
CCC(CC)NC(=O)COC(=O)c1ccc(OCC(=O)Nc2ccccc2OC)c(OC)c1 | 0.9 | 1.33 | 1.1 | 1 | -3.3 | -3.6 | 1 | -5.7 | -10.5 | 0.9
CCC(c1nnnn1C1CCCC1)N1CCN(Cc2ccccc2)CC1 (stereo not given) | 1.2 | 1.07 | 1.1 | 1.3 | 1.1 | 33.7 | 1 | -5.2 | -8.0 | 0.9
CCNC(=S)NCc1ccc(OC)c(OC)c1 | 1 | 1.02 | 1.1 | 1 | -4.4 | 9.2 | 1 | -9.4 | -12.2 | 1
CCOc1ccc2nc(NC(=O)C3=NNC(=O)CC3)sc2c1 | 1.2 | 1.08 | 0.9 | 1.1 | -3.9 | 19.8 | 1 | 7.4 | -83.4 | 1.1
COc1ccc(NS(=O)(=O)c2ccc(NC(=O)C(C)(C(F)(F)F)C(F)(F)F)cc2)nn1 | 0.9 | 1.04 | 1 | 0.9 | -2.7 | -12.2 | 1 | -0.7 | -9.8 | 1
CCc1ccc(N(C(=O)c2ccoc2C)C(C(=O)NC2CCCC2)c2ccc(OC)cc2)cc1 (stereo not given) | 0.8 | 1.14 | 1.1 | 0.8 | -7.3 | 12.6 | 1.1 | -8.3 | -12.5 | 1
CC(C)C(C(=O)O)N1C(=O)/C(=C/c2cccn2C)SC1=S (stereo not given) | 0.9 | 1.26 | 0.9 | 0.9 | 28.9 | 3.5 | 0.7 | 14.1 | 25.2 | 1.1
O=C(CN1CCN(S(=O)(=O)c2ccccc2)CC1)Nc1cccc(C(F)(F)F)c1 | 0.9 | 0.76 | 1.1 | 0.9 | -7.3 | 0.0 | 1.1 | -7.3 | -8.7 | 0.9
COc1cccc(/C=C/C(=C2/C(=O)N(c3ccccc3)N=C2C)c2ccccc2)c1OC | 1 | 1.32 | 1 | 1 | 4.3 | -7.0 | 1 | -0.4 | 6.8 | 0.9
CCOc1cc(C(=O)Nc2cccc3ncccc23)cc(OCC)c1OCC | 1 | 1.03 | 1 | 1 | -5.6 | . | 1.1 | -3.4 | -11.4 | 1
Cc1nn(C(=O)c2cccnc2)c(C)c1Sc1ccc(Br)cc1 | 0.9 | 1.05 | 1 | 1 | 1.3 | -9.4 | 1 | -3.4 | -3.6 | 0.9
O=C(O)c1ccc(CN2CCCCC2)o1 | 1.1 | 1.06 | 1.1 | 1.1 | -5.4 | 0.2 | 1.1 | -7.5 | -12.1 | 0.9
O=C(NCc1nnc(SCc2ccc(F)cc2)n1-c1ccc(F)cc1)C12CC3CC(CC(C3)C1)C2 | 0.8 | 1.74 | 1 | 0.9 | 0.3 | -1.2 | 1 | -1.4 | -9.1 | 0.9
CC1CCCCC1NC1=NCCCS1 (stereo not given) | 1.1 | 1.02 | 1.1 | 1 | -2.9 | -0.6 | 1 | -5.6 | -4.8 | 0.9
CCNC(=O)NC(=O)CSc1nc2ccccc2n1CCOC | 1 | 2.02 | 1 | 1.1 | -0.1 | 15.8 | 1 | -2.0 | -2.9 | 1
CC(C)CC(NC(=O)C1CCCCC1)C(=O)N1CCN(c2ccccn2)CC1 (stereo not given) | 0.9 | 1.03 | 1 | 1 | -3.5 | 12.3 | 1 | -3.9 | -10.3 | 1
CC(C)N(C(=O)COC(=O)c1ccc(O)cc1)C(C)C | 0.9 | 0.83 | 1 | 0.9 | 1.0 | 2.2 | 1 | -2.3 | -14.9 | 0.9
Cc1nc2ccc([N+](=O)[O-])cc2[nH]1 | 1.2 | 0.95 | 1 | 1.1 | 1.4 | 47.4 | 1 | -2.2 | -8.6 | 0.9
CSc1ncccc1C(=O)OCC(=O)c1ccccc1 | 0.9 | 0.95 | 0.8 | 0.9 | -1.3 | 10.0 | 1 | 17.7 | -7.2 | 1.1
O=C(c1ccccc1Nc1ccc(SC(F)F)cc1)N1CCCCC1 | 1.1 | 0.83 | 1.1 | 1 | -4.8 | 18.1 | 1 | -8.0 | 0.9 | 0.9
COc1ccc(N2CCN(CC(=O)Nc3cccc(S(=O)(=O)N4CCOCC4)c3)CC2)cc1 | 0.9 | 0.96 | 1 | 1 | 4.9 | 1.1 | 1 | 0.3 | -0.4 | 1
Cc1ccc(NC(=O)CSc2nnc(CNC(=O)c3c(F)cccc3Cl)o2)cc1 | 0.8 | 1.21 | 1.1 | 0.9 | -2.8 | 6.1 | 1 | -5.2 | -18.6 | 1
O=C(CN1CCOCC1)Nc1ccc2c(c1)OCO2 | 1.1 | 1.22 | 1 | 1 | -2.6 | -1.4 | 1 | 0.6 | 4.6 | 1.1
COC(=O)c1ccccc1NC(=O)CN1CCC(C)CC1 | 0.9 | 1.37 | 1 | 0.9 | -3.0 | 13.5 | 1 | 2.2 | -9.8 | 1
CCOC(=O)c1c(C)c(C(=O)NCc2cccs2)c(C)n1CC | 1 | 1.19 | 1 | 1.1 | -4.2 | -11.9 | 1 | 0.1 | -7.9 | 0.9

Sorted by value in APP 5'UTR act (ascending): some entries from above
structure,APP 5'UTR act
CC(=O)Nc1cccc(NC(=O)c2cc(Cl)ccc2Cl)c1,-4.5
Cc1ccc(NC(=O)Cn2cnc3c(cnn3C(C)(C)C)c2=O)cc1,3.6
CCc1ccc(N(C(=O)c2ccoc2C)C(C(=O)NC2CCCC2)c2ccc(OC)cc2)cc1 (stereo not given),12.6
